ZTA counter = ZTA (EBV) inhibition in EBNA-1 counter-screen | P03206 | 320,000 compounds, 0.15% hits | inhibition, % at 11 µM | ZTA-DNA binding, fluorescence polarization; in the data active = inhibition above about 33%
LAP4-GFP MLPCN = alters LAP4-GFP fluorescence in TOR pathway yeast screen; S. cerevisiae LAP4-GFP multiplex, flow cytometry GFP, 3 h; median GFP as percent of DMSO wells; GFP response vs DMSO, % at 10 µM; 320,000 compounds, 0.34% hits;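 active = GFP response vs DMSO above a set limit, about the screen mean plus 3 SD, cut at about 150% in these data; inconclusive = under 70 cell events counted for the yeast strain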
proCasp7 act = counter-screen for procaspase-3 activators: activators of human procaspase-7. P55210. activation, % at 8.5 µM. recombinant procaspase-7, Ac-DEVD-pNA absorbance 405 nm; D23A/D198A/D206A triple mutant, cannot self-cleave; scale: DMSO 0, 5 µM enzyme 100. 330,000 compounds, 0.093% hits;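 active = percent activation above the screen-wide mean plus 3 SD, cut at about 25% in these data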
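signal = Epi-absorbance of released pNA at 405 nm, two timepoints | assay system = Uncleavable procaspase-7 mutant enzyme | reagent = Ac-DEVD-pNA substrate, 400 µM as added | times = 1 h enzyme–compound preincubation and 2 h substrate reaction, both 25 °C | benchmarks = low DMSO alone, high DMSO plus 5 µM PC-7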
AHR act = activators of human aryl hydrocarbon receptor. AHR-responsive luciferase reporter cells, luminescence. activation, % at 5 µM. 320,000 compounds, 2.5% hits. AID 2796. P35869; in the data active = activation above about 47%;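 note: 0% = vehicle wells and 100% = reference agonist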
EBNA-1 inhibitor = blocks EBNA-1 binding to DNA; EBNA-1 DNA binding, fluorescence polarization; inhibition, % at 14.8 µM; 300,000 compounds, 0.34% hits; AID 1950; in the data active = inhibition above about 28%
procasp3 activ = procaspase-3 (human) activation. P42574. recombinant procaspase-3 D3A, Ac-DEVD-pNA absorbance 405 nm. activation, % at 8.5 µM. 330,000 compounds, 0.11% hits. AID 463141;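 active = activation above the mean of all tested compounds plus 3 SD, cut at about 21% in these data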;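 note: 0% = DMSO alone and 100% = DMSO wells spiked with extra 5 µM PC-3 D3A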
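Compound: 8.5 µM single point, 0.8% DMSO / Material: Autoprocessing-dead procaspase-3 D3A mutant enzyme / Timing: 1 h preincubation plus 2 h reaction at 25 °C / Medium: Zinc-free HEPES/NaCl buffer with 0.01% Triton X-100 at pH 7.4 / Technique: 405 nm absorbance of p-nitroaniline, reads at 0 and 120 min / Repeats: one well per compound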
MEP2 TOR yeast = modulators of TOR pathway MEP2-GFP in S. cerevisiae; GFP response vs DMSO, % at 10 µM; 330,000 compounds, 0.51% hits; S. cerevisiae MEP2-GFP strain, flow cytometry GFP, 3 h; 100% = DMSO control level;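 active = GFP response versus DMSO above a set limit, roughly screen mean plus 3 SD, cut at about 180% in these data; inconclusive = fewer than 70 cells counted for a yeast strain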;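 note: median GFP fluorescence of the barcode-gated MEP2-GFP cells per well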
RPL19A-GFP yeast = modulators of TOR pathway RPL19A-GFP in S. cerevisiae | AID 2025 | percent response vs DMSO, % at 10 µM | 330,000 compounds, 0.3% hits | S. cerevisiae RPL19A-GFP strain, flow cytometry, 3 h; stronger effect = lower value;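 active = percent response vs DMSO below 50%; inconclusive = fewer than 70 events counted for the yeast strain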;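 note: median channel GFP fluorescence of the barcoded RPL19A-GFP strain; ratio of sample median GFP to plate DMSO average so 100% = DMSO; lower means less RPL19A-GFP as with rapamycin TOR inhibition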
Numbers without * were called inactive; ? = inconclusive; nt = no result given; [ ] = remark or other dose.

SMILES | ZTA counter | LAP4-GFP MLPCN | proCasp7 act | AHR act | EBNA-1 inhibitor | procasp3 activ | MEP2 TOR yeast | RPL19A-GFP yeast
CCN1C(=O)/C(=C2/Sc3ccccc3N2CCCS(=O)(=O)O)SC1=S | 8 | 85 | -16 | 0 | 8 | -16 | 89 | 91
CCN(CC)CCN(C)C1CCC(c2ccccc2)CC1 (stereo not given) | 8 | 96 | 2 | 1 | -3 | -5 | 104 | 101
Cc1nn(CCc2n[nH]c(=S)n2C2CCCCC2)c(C)c1Br | -6 | 102 | -17 | 4 | 6 | -11 | 91 | 95
CSc1n[nH]c(=O)n1-c1ccc(Cl)cc1 | 5 | 112 | 5 | 0 | -9 | -3 | 114 | 107
NS(=O)(=O)c1ccc(Nc2ccccc2)c([N+](=O)[O-])c1 | -15 | nt | 6 | 2 | -3 | 0 | 92 | 84
CCN(CC(=O)NCCc1ccc(S(N)(=O)=O)cc1)Cc1nc2ccccc2c(=O)[nH]1 | 1 | 104 | 5 | -2 | 3 | 3 | 105 | 97
Cc1ccc(-c2cc(C(=O)N/N=C/c3cccnc3)n[nH]2)o1 | 2 | 91 | -5 | 42 | 1 | -11 | 105 | 100
Cc1ccccc1CN1CCN(C2CCC2)CC1CCO (stereo not given) | 5 | 98 | 6 | -3 | 3 | -8 | 104 | 103
COC(=O)c1ncn(C2OC(COC(C)=O)C(OC(C)=O)C2OC(C)=O)n1 (stereo not given) | -2 | 91 | 0 | -2 | 4 | 3 | 104 | 106
Cn1c(=O)c2c(nc(Sc3n[nH]c(N)n3)n2Cc2ccccc2Cl)n(C)c1=O | 2 | 93 | 13 | -3 | 2 | 3 | 103 | 100
Cc1nc2ccc(C(=O)Nc3ccc4nc[nH]c4c3)cc2[nH]1 | 8 | 98 | 7 | 18 | -1 | 6 | 102 | 108
CC(C)CNc1nc(N)c([N+](=O)[O-])c(NCc2ccccc2)n1 | -11 | nt | -2 | 7 | -10 | 0 | 117 | 100
COc1ccc(CCNC(=O)c2ccc(N3CCCC3=O)cc2)cc1OC | 5 | 96[may fluoresce red] | -2 | -5 | 9 | 0 | 89[may fluoresce red] | ?
CCn1ccc(C(=O)Nc2ccc(N(C)C(C)=O)cc2)n1 | 8 | 102 | 2 | 3 | 3 | 3 | 101 | 99
CCC(CC)C(=O)Nc1ccc(C)cc1O | -6 | 95 | -18 | -1 | 2 | -1 | 95 | 103
C/C(=N\NC(=O)c1ccccc1O)c1ccc(Br)s1 | 2 | 104 | 6 | 18 | 4 | -2 | 91 | 96
CCc1ccc(C(=O)NCc2ccc(Cl)cc2Cl)cc1 | 2 | 108 | 1 | 3 | 4 | 2 | 100 | 103
CC1CCCCC1Nc1nc2ccc(Cl)cc2n2cnnc12 (stereo not given) | -9 | 94 | -7 | 1 | 5 | 5 | 110 | 106
Cn1cnnc1SCCCN1C(=O)c2cccc3cccc(c23)C1=O | 2 | 101 | 0 | 33 | -2 | 0 | 97 | 97
CN(C(=O)COC(=O)c1ccccc1NCCO)C1CCS(=O)(=O)C1 (stereo not given) | -1 | 116 | -1 | 0 | 14 | 6 | 98 | 102
CCCCCc1cc(=O)oc2c(C(CCN3CCCC(C)C3)c3ccc(OC)cc3)c(OC)cc(OC)c12 (stereo not given) | -12 | 103 | 7 | 3 | -1 | 4 | 108 | 101
COC(=O)CN1C(=O)N/C(=C/c2ccc(OC)c(C)c2OC)C1=O | -11 | 86 | 0 | 29 | -6 | -4 | 108 | 99
Cc1ccc(C2(C(=O)N3CCC(n4nc(-c5ccccc5)oc4=O)CC3)CC2)cc1 | -9 | 104 | 0 | 1 | 8 | -4 | 103 | 97
CCN1CSC(=S)N(Cc2ccc(OC)cc2)C1 | -9 | 106 | -11 | 0 | 11 | -3 | 141 | 90
CC(=O)N1CCN(CC(=O)O)CC1 | 19 | 100 | -4 | 2 | 3 | 6 | 100 | 112
O=C1N/C(=C/c2cccn2-c2ccc(F)cc2)C(=O)N1Cc1ccccc1 | 12 | 101 | 2 | 20 | 11 | 1 | 103 | 100
Cc1ccsc1CN(C)C(=O)CN1C(=O)NC(c2ccccc2)(c2ccccc2)C1=O | -7 | 99 | 10 | 1 | nt | 0 | 98 | 95
CC(C)(C)n1ncc2c(=O)n(CC(=O)N3CCCC3)cnc21 | 2 | 101 | 8 | 1 | -6 | 0 | 99 | 99
COc1ccc(CCNC(=O)C2CC(c3ccc(C(F)(F)F)cc3)=NO2)cc1 (stereo not given) | -6 | 98 | 3 | 4 | -4 | 12 | 101 | 98
CC1CCN(C(=O)CN(c2ccccc2)S(=O)(=O)N(C)C)CC1 | 11 | 104 | 0 | -1 | -5 | -1 | 103 | 102
O=C(O)c1ccccc1Nc1ccccc1C(=O)O | -10 | 96 | 13 | 1 | 8 | 0 | 93 | 97
Cc1cc(C)c(S(=O)(=O)N2CCN(C(=O)N3CCOCC3)CC2)c(C)c1 | -14 | 109 | 0 | -1 | -4 | 4 | 100 | 104
COC(=O)c1cc(NC(=O)c2c(C)noc2C)ccc1N1CCOCC1 | -13 | 106 | 2 | -3 | 15 | -1 | 99 | 102
Cc1cccc(CS(=O)(=O)c2ncc(Cl)c(C(=O)NCc3ccc4c(c3)OCO4)n2)c1 | 6 | 94 | -13 | 4 | -20 | -8 | 99 | 100
Cc1sc2nc(CSCC(=O)Nc3ccc(OC(F)F)cc3)[nH]c(=O)c2c1C | -19 | 108 | 3 | 20 | 0 | 1 | 107 | 98
COC(=O)c1cc2ccccc2n1Cc1ccc(Cl)nc1 | 15 | 97 | 13 | 0 | 5 | -3 | 101 | 99
CCc1c(C)nc2ncnn2c1N1CCCC(C(=O)NCc2ccco2)C1 (stereo not given) | 0 | 111 | 3 | 2 | -1 | 12 | 109 | 105
CCn1c(=O)n(CC)c2cc(N3CCCC3)c(NC(=O)c3cccc(C)c3)cc21 | -4 | 102 | -7 | 6 | 3 | -7 | 101 | 107
CC(C)(C)NC(=O)C(c1ccncc1)N(C(=O)CNC(=O)c1ccco1)c1ccc2c(c1)OCO2 (stereo not given) | 12 | 105 | -4 | 2 | 4 | 8 | 111 | 103
COc1ccc(S(=O)(=O)/C(C#N)=C/Nc2cccc(F)c2)cc1 | 16 | 90 | 0 | 2 | 13 | 0 | 100 | 100
CC1CCC(NC(=O)COC(=O)CCC(=O)c2ccc(Cl)s2)CC1 (stereo not given) | -7 | 115 | -1 | -1 | -11 | 1 | 106 | 107
O=C(CN1C2=NCCN2c2ccccc21)c1ccc(Br)cc1 | -7 | 111 | -3 | 112* | -7 | -10 | 100 | 96
C=CCn1c(CSc2nnc(-c3ccccc3)n2C)n[nH]c1=S | -19 | 99 | -15 | -3 | 3 | -22 | 97 | 94
COc1ccc(C(C(=O)NC2CCCC2)N(C(=O)c2snc(C(N)=O)c2N)c2cc(C)ccc2OC)cc1OC (stereo not given) | 8 | 92 | 3 | 4 | -8 | 1 | 107 | 108
O=C(CSc1nc(=O)n(CCCN2CCOCC2)c2c1CCC2)Nc1ccc(F)cc1 | 3 | 104 | 4 | -4 | -9 | -1 | 94 | 97
O=c1[nH]c(-c2ccccc2)cs1 | -21 | 105 | -5 | 3 | -11 | 5 | 102 | 101
CC(=O)c1c(C)[nH]c(C)c1C(C)=O | -5 | 103 | -6 | 1 | 1 | -12 | 100 | 96
C=C(C)c1cccc(C(C)(C)NC(=O)NCCN(CC)CC)c1 | -15 | 85 | 4 | -3 | 2 | 6 | 101 | 104
O=C(c1ccncc1)c1ccc(N2CCN(C3CC(=O)N(Cc4cccs4)C3=O)CC2)cc1 (stereo not given) | 6 | 103 | -6 | 4 | 4 | -3 | 105 | 101
O=P(Cc1cc(Br)cc(Br)c1OCCO)(c1ccccc1)c1ccccc1 | -4 | 115 | 9 | -1 | 2 | 1 | 100 | 102
Cc1ccc(NS(=O)(=O)c2cccc(C(=O)N3CCN(c4ncccn4)CC3)c2)cc1 | 1 | 94 | 1 | 3 | nt | 2 | 101 | 101
CCN(C(=O)/C=C/c1ccccc1)C1CCCCC1 | 3 | 86 | -15 | -1 | 0 | 0 | 92 | 93
CC(C)N(CCNC(=O)COc1ccc2oc3c(c2c1)CCCC3)C(C)C | 5 | 95 | 17 | 0 | 8 | 5 | 99 | 104
Cc1noc(C)c1CSc1nc2sc(C)c(C)c2c(=O)n1-c1ccccc1 | -4 | 95 | 1 | -3 | 4 | -3 | 97 | 100
Cc1cccc(OC(C)C(=O)NC2CCS(=O)(=O)C2)c1C (stereo not given) | 0 | 84 | -3 | -2 | -7 | -10 | 94 | 94
CC1(C)C(C=C(Cl)Cl)C1C(=O)NC(O)C(=O)c1ccccc1 (stereo not given) | -9 | 95 | 7 | -1 | -8 | 3 | 107 | 99
CCCCOC(=O)Cn1c(=N)n(CCN2CCOCC2)c2ccccc21 | 4 | 105 | -2 | 0 | 1 | -3 | 108 | 105
CCN(CC)C(=O)CSc1nc(O)cc(=O)n1-c1ccccc1OC | 14 | 98 | -2 | -1 | 9 | -3 | 98 | 98
COc1ccc(C(NC(=O)C(C)C)c2c(O)ccc3ccccc23)cc1 (stereo not given) | -10 | 95 | 1 | 0 | -2 | 3 | 104 | 97
COc1ccc(N2CC(C(=O)Nc3ccccc3C(=O)NC3CC3)CC2=O)cc1 (stereo not given) | 12 | 129 | 3 | -1 | 0 | 9 | 123 | 106
CCOc1cc(C2C3=C(CCCC3=O)NC3=C2C(=O)CCC3)cc(Cl)c1O | 2 | 92 | 14 | 3 | 6 | -9 | 96 | 95
CC(C)(C)c1ccc(OCCC(=O)OCC(=O)NC2CCS(=O)(=O)C2)cc1 (stereo not given) | -10 | 97 | 4 | -1 | -6 | -3 | 93 | 95
Cc1ccccc1-n1nnnc1SCC(=O)N(C)C1CCS(=O)(=O)C1 (stereo not given) | 26 | 105 | 0 | 0 | 8 | 7 | 100 | 103

Part of the list above, with values under each structure:
Every second line gives: ZTA counter | LAP4-GFP MLPCN | proCasp7 act | AHR act | EBNA-1 inhibitor | procasp3 activ | MEP2 TOR yeast | RPL19A-GFP yeast
Cc1cccc(OC(C)C(=O)NC2CCS(=O)(=O)C2)c1C (stereo not given)
  0 | 84 | -3 | -2 | -7 | -10 | 94 | 94
CC(=O)c1c(C)[nH]c(C)c1C(C)=O
  -5 | 103 | -6 | 1 | 1 | -12 | 100 | 96
COc1ccc(N2CC(C(=O)Nc3ccccc3C(=O)NC3CC3)CC2=O)cc1 (stereo not given)
  12 | 129 | 3 | -1 | 0 | 9 | 123 | 106
CC(C)N(CCNC(=O)COc1ccc2oc3c(c2c1)CCCC3)C(C)C
  5 | 95 | 17 | 0 | 8 | 5 | 99 | 104
O=P(Cc1cc(Br)cc(Br)c1OCCO)(c1ccccc1)c1ccccc1
  -4 | 115 | 9 | -1 | 2 | 1 | 100 | 102
CCOc1cc(C2C3=C(CCCC3=O)NC3=C2C(=O)CCC3)cc(Cl)c1O
  2 | 92 | 14 | 3 | 6 | -9 | 96 | 95
CCCCOC(=O)Cn1c(=N)n(CCN2CCOCC2)c2ccccc21
  4 | 105 | -2 | 0 | 1 | -3 | 108 | 105

From PubChem
